USP1-UAF1 inh = USP1/UAF1 (human) deubiquitinase inhibition. 0.23% of 390,000 active. AID 743255. recombinant USP1/UAF1, Ub-Rhodamine cleavage fluorescence. O94782. Potency, µM (doses to about 57.1 µM), for inactives: at the top dose activity change, negative = inhibition, usual class: inhibitors; note: potency is the fitted concentration of half-maximal effect; % is set by controls: 0 for no effect and ±100 for the full control effect; nearly all actives have a fitted effect of over 60% in size; inactives centre near -12
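Step one: compound is pinned into 1nM USP1/UAF1 in HEPES pH 7.8 buffer with TCEP. Step two: 15 min room-temperature incubation. Step three: Ub-Rho (150nM final) starts cleavage, tracked by fluorescence over six one-minute reads.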
D2 antag = antagonizes the human D2 dopamine receptor | HEK293 TREx D2 cells, calcium flux, dopamine EC80 | inhibition, % at 10 µM | 2% of 340,000 active; in the data active = inhibition above about 30%; note: 0% is about no effect
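In this primary screen, negative modulation is detected by tracking calcium flux after an EC80 dopamine challenge in inducible HEK293 T-REx D2 cells preexposed to test compound for 180 s.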
rTrxR1 inhibitor = inhibitors of rat thioredoxin reductase 1 | O89049 | recombinant rTrxR1, NADPH fluorescence consumption, selenite substrate | Potency, µM (doses to about 114 µM), for the others: at the top dose activity change, negative = inhibition, actives largely listed as inhibitors | 1% of 390,000 active | AID 588453; note: potency is the fitted concentration of half-maximal effect; % is set by controls: 0 for no effect and ±100 for the full control effect; nearly all actives have a fitted effect of over 65% in size
Target sequence (O89049 whole entry, looked up): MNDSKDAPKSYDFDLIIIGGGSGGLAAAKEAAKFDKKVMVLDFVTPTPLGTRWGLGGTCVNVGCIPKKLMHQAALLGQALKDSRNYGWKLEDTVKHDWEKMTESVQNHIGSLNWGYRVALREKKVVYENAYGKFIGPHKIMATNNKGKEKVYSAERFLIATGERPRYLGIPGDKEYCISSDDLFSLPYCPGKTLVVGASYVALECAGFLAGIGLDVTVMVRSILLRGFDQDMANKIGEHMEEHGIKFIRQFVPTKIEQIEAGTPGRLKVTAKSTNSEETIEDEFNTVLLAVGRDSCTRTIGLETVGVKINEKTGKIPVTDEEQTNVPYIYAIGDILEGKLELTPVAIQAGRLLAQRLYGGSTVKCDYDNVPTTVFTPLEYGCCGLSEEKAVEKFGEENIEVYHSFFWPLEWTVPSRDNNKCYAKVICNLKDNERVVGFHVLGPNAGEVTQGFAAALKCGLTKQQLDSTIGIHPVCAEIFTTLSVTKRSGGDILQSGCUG
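Rat TrxR1 (90 nM in the dispensed reagent) was pre-reduced with 400 uM NADPH for 5 min at room temperature, then incubated with compound for 15 min. After 400 uM selenite was added, NADPH fluorescence (Ex 340/Em 450 nm) was followed for 8 min.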
IDH1 R132H inh = blocks human mutant IDH1 R132H enzyme; O75874; 0.093% of 390,000 active; IDH1-R132H enzyme, NADPH consumption, diaphorase/resazurin fluorescence; Potency, µM (top dose mostly 76.6 µM), for the others: at the top dose activity change, negative = inhibition, hits mostly inhibitors; note: potency is the fitted concentration of half-maximal effect; % is set by controls: 0 for no effect and ±100 for the full control effect; nearly all actives have a fitted effect of over 65% in size
Target sequence (O75874 whole entry R132H, stated change not applied): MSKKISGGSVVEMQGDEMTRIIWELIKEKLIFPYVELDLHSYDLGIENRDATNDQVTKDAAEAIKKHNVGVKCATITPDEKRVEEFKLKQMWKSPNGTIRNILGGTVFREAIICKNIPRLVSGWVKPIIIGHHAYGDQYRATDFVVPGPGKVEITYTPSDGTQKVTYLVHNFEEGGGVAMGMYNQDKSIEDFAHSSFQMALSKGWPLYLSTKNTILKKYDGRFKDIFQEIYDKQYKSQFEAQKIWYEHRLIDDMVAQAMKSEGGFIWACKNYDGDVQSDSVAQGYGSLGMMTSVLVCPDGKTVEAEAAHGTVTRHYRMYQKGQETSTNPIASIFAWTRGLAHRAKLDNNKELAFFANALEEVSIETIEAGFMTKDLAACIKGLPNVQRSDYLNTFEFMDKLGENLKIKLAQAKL
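IDH1-R132H (0.5 ug/mL) preincubated 30 min with compound, then NADPH (0.016 mM) and alpha-KG (2 mM) added; 80 min at RT, pH 7.5. Remaining NADPH coupled via diaphorase/resazurin to fluorescence (540/590 nm); concentration-response curves normalized to no-enzyme control.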
TrxR1 substrate = is turned over as a substrate by rat TrxR1. O89049. Potency, µM (doses to about 114 µM), for inactives: top-dose activity change, negative = substrate turnover. purified TrxR1 substrate turnover, NADPH consumption readout. AID 588456. 0.01% of 390,000 active; note: potency is the fitted concentration of half-maximal effect; % is set by controls: 0 for no effect and ±100 for the full control effect; nearly all actives have a fitted effect of over 50% in size
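Rat TrxR1, dispensed at 90 nM, was prereduced with 400 uM NADPH (final) for 5 min at ~22 deg C, then incubated with compound 15 min before 400 uM selenite. A first-read NADPH fluorescence drop versus no-compound background flagged substrates.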
TRHR ag = TRH receptor (human) agonism; activation, % at 2 µM; AID 493084; TRHR cells, calcium flux fluo-8, FDSS agonist mode; P34981; 0.18% of 360,000 active; in the data active = activation above about 30%; note: 0% is about no effect
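Fluo-8-loaded TRHR cells; 10 s baseline, compound added, kinetic Ca2+ fluorescence read 1/s, agonist mode.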
Pin1 inhibitor = blocks the human prolyl isomerase Pin1 | Potency, µM (doses to about 115 µM), for the others: at the top dose activity, negative = inhibition, usual class: inhibitors | Q13526 | Pin1 FP peptide displacement, HiFluor488, 10 min | AID 504891 | 0.009% of 390,000 active; active = well fitted inhibition curve with a large enough effect in the polarisation, with a control signal flat, not every such curve was filed as active; inconclusive = small, poorly fitted or top-dose-only effect, or effect the other way, or a change in a side signal; inactive = no such curve, though single readings can be large or run the other way; the % refers to the polarisation; note: potency is the fitted concentration of half-maximal effect; % is set by controls: 0 for no effect and ±100 for the full control effect
Target sequence (Q13526 whole entry, looked up): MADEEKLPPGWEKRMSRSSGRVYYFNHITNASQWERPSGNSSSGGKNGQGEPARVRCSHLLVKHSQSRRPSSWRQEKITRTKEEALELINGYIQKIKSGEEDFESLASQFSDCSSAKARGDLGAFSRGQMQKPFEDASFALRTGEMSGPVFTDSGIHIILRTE
TRHR PAM = allosterically enhances the human TRH receptor; TRHR cells, fluo-8 calcium fluorescence, EC20 TRH enhancement; enhancement, % at 2 µM; 0.66% of 360,000 active; AID 493056; in the data active = enhancement above about 30%; note: 0% is about no effect
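TRHR-expressing cells loaded with fluo-8 calcium dye were read kinetically (ex 480/em 530) during compound addition, then stimulated with an EC20 of TRH (10 nM final). Enhancement of the Gq-mediated intracellular calcium response was scored.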
D2 agonist = activates the human D2 dopamine receptor | P14416 | HEK293 T-REx D2 cells, calcium flux agonist mode | activation, % at 2 µM | 0.53% of 340,000 active;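 active = activation over 3 SD above normal in the single-dose calcium agonist read, cut at about 30% in these data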; note: 0% is about no effect
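Agonism scored from kinetic calcium signal (1 read/sec, 180 s) following compound pin transfer, after a 10 s baseline. Cells: HEK293 Trex line expressing inducible D2 receptor coupled to calcium, dye-loaded after overnight culture at 30 C.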
* hit, by the source's call; ? = inconclusive; . = no result given; [ ] = remark or other dose. Unless noted, calls come from the whole dose curve; as a rule, active = well fitted inhibition curve with a large enough effect; inconclusive = small, poorly fitted or top-dose-only effect; inactive = no such curve, though single readings can be large or run the other way.

SMILES	USP1-UAF1 inh	D2 antag	rTrxR1 inhibitor	IDH1 R132H inh	TrxR1 substrate	TRHR ag	Pin1 inhibitor	TRHR PAM	D2 agonist
O=C(CN(Cc1ccc(Cl)cc1)S(=O)(=O)c1ccccc1)NCC1CCCO1 (centres undefined)	-5.8%	2.6	-15.6%	4.2%	-17.8%	-0.6	-7.0%	-4.6	-0.3
COc1ccc(CN(Cc2ccccn2)C(=O)CN2C(=O)C(C)Oc3ccccc32)cc1 (centres undefined)	1.3%	-2.7	5.6%	3.5%	1.3%	-0.1	1.0%	0.3	-0.4
O=C(NCCN1CCCC1)C1CCN(S(=O)(=O)N2CCC3(CC2)OCCO3)CC1	-3.6%	1.8	11.4%	13.7%	7.8%	0.3	-8.1%	2.9	0.1
CCOC(=O)c1sc(=S)n(-c2cccc(C(F)(F)F)c2)c1SC	-1.3%	6.3	-12.9%	-1.0%	-13.5%	0.2	-1.8%	-5.2	0.1
Cc1ccc(NC(=O)Nc2sc(=S)n(C)c2C)cc1	-26.0%	14.9	-6.4%	1.1%	-4.7%	-0.4	70.6%[activator]	-2.7	0.7
COc1ccc(NC(=O)CCn2c(=S)[nH]c3ccccc3c2=O)cc1	0.1%	3.1	6.2%	-8.3%	0.2%	0.2	-0.6%	-5.8	-0.2
CCOC(=O)C1=C(C)NC(=O)NC1c1ccc(OCC(=O)OC)c(OC)c1 (centres undefined)	2.9%	13.2	-5.6%	-1.0%	-5.3%	0.2	-1.2%	-12.7	-1.6
O=C1Nc2cc(C(=O)NCCCN3CCCC3)ccc2S/C1=C\c1ccccc1	-24.9%	-0.8	11.9%	-1.4%	-2.2%	2.1	4.8%	-1.8	-1.1
C=CCOc1ccc(CNc2ccc3[nH]c(=O)[nH]c3c2)cc1OCC	-8.5%	2.5	11.2%[57.1 µM]	23.7%	7.7%	0.0	-1.7%	-4.7	0.0
CCCCNC(=O)c1sc(=S)n(-c2ccccc2OC)c1N	-19.2%	-13.1	-7.2%	8.8%	-8.0%	0.2	8.4%	2.1	-1.5
Cc1ccc(C)c(-c2nn(CC(=O)Nc3cc(F)ccc3F)c(=O)c3c2CCCC3)c1	-27.1%	.	23.2%	19.8%	2.0%	-0.3	36.1%[activator]	-9.4	0.0
CCCN(Cc1ccccc1)C(=S)Nc1ccc(OC(F)F)cc1	-20.6%	-14.9	0.6%	5.3%	-2.0%	0.0	0.0%	1.8	0.0
O=C(OCc1ccc([N+](=O)[O-])cc1Cl)c1cnccn1	-1.2%	-7.4	22.4µM*	-9.2%	4.7%	-0.7	-0.3%	7.5	-0.4
C=CCOc1ccc(CNC(C)(C)CO)cc1OCC	1.0%	.	-8.5%	-8.2%	-10.0%	-0.3	-8.0%	1.4	.
COc1ccc(CCNCc2c(OC)ccc3ccccc23)cc1OC	-13.7%	-1.9	23.6%	2.1%	6.9%	-0.5	0.3%	3.8	-0.2
N#C/C(=C1/CCCCCN1)c1nnc2n1CCCCC2	-9.9%	6.2	25.4%	6.6%	9.9%	0.4	2.2%	-0.5	0.5
Cc1cccc(OCC(=O)N(Cc2nnc(-c3ccccc3Cl)o2)C2CC2)c1	-22.5%	-17.8	21.1%	3.9%	2.2%	-1.9	2.1%	-7.1	-0.4
O=C(NCCCN1CCCC1)c1ccc2c(c1)N(Cc1ccc(F)cc1)C(=O)c1ccccc1S2=O (centres undefined)	-12.7%	-3.0	28.8%	-13.0%	3.4%	0.3	0.6%	-0.5	0.8
COCCN1CC(O)=C(c2nc3ccccc3c(=O)[nH]2)C1=N	-24.2%	38.2*	4.5%[57.1 µM]	7.2%	74.0%	0.4	?	1.6	0.4
O=C(CSc1nc(-c2ccc(F)cc2)cs1)Nc1ccccn1	-16.4%	-7.3	4.5%[57.1 µM]	10.5%	5.8%[57.1 µM]	0.1	27.2%	-11.5	-0.1
CCOC(=O)c1c(S(=O)(=O)NCC(=O)Nc2ccc(C)c(N(C)C)c2)c(C)n(C)c1C	-14.0%	.	5.1%[57.1 µM]	-5.9%	-2.6%[57.1 µM]	-1.0	-0.2%	-5.9	0.4
CCn1c(SCC(=O)c2cccs2)nnc1-c1cccs1	-5.2%	-2.9	-26.2%[57.1 µM]	11.2%	11.2%[57.1 µM]	-0.2	-0.7%	5.4	-0.1
Cc1c(C(c2ccccc2O)c2c(C)n(C)n(-c3ccccc3)c2=O)c(=O)n(-c2ccccc2)n1C	-8.9%	0.6	5.8%	15.5%	8.2%	1.4	0.4%	0.3	0.7
Cc1cccc(C(=O)OCC(=O)N(C)C(c2ccccc2)c2ccccc2)c1[N+](=O)[O-]	-17.0%	1.2	32.5%	2.9%	-1.8%	-1.7	-7.7%	-10.1	1.3
Cc1ccn(CCC(=O)NC2CCCc3c2cnn3-c2cccc(C)c2C)n1 (centres undefined)	-15.1%	-5.9	14.5%[57.1 µM]	-7.8%	6.0%[57.1 µM]	0.0	0.9%	-7.6	0.4
O=c1cc(Cl)[nH]c(=O)n1CCNc1ncc(C(F)(F)F)cc1Cl	-8.8%	9.8	-8.4%	1.0%	-1.9%	-0.3	?	12.9	-0.6
CC1(C)Cc2c(c(-c3ccccc3Cl)[nH]c(=O)c2C#N)CO1	-14.1%	-0.6	8.6%[57.1 µM]	-0.5%	11.9%[57.1 µM]	-0.2	0.5%	5.6	-0.3
COc1ccc(CNC(=O)CSc2ncnc3nc[nH]c23)cc1	-14.0%	0.3	13.3%	2.8%	3.8%	0.2	1.9%	9.4	0.7
CCCCn1cc(S(=O)(=O)c2cc(C)ccc2C)c(=O)c2cc(F)c(F)cc21	-8.9%	.	12.6%	-0.4%	-1.5%	-1.4	-5.9%	-7.4	.
CCCCCNC(=O)CSC1=N/C(=C\c2ccc(Cl)c(Cl)c2)C(=O)N1CC	-10.4%	-6.2	9.8%[57.1 µM]	0.3%	9.4%[57.1 µM]	0.4	-4.6%	6.8	-0.4
O=C(C1CCC(Cn2c(=S)[nH]c3ccccc3c2=O)CC1)N1CCN(c2ccccc2)CC1 (centres undefined)	-18.2%	.	24.4%[57.1 µM]	-2.3%	9.0%[57.1 µM]	.	8.5%	.	.
CCOc1ccc(S(=O)(=O)NCCC(=O)N(CC)CC(=O)Nc2c(F)cccc2F)cc1	-14.0%	-5.7	-8.8%[57.1 µM]	5.2%	-3.5%[57.1 µM]	-0.4	-3.7%	7.5	0.2
COc1ccc(CCN2CC(C(=O)NCCN3CCNC3=O)CCC2=O)cc1 (centres undefined)	-14.6%	-10.0	29.0%	-6.5%	10.4%	0.6	-1.0%	-0.9	1.1
N#CC(C#SN)=C1CCCCC1	-12.5%	-20.3	-40.8%[57.1 µM]	1.3%	8.8%[11.4 µM]	1.6	-11.5%	7.5	-0.3
COc1cccc(NC(=O)N(CCCN2CCOCC2)C(C)c2cc3ccccc3o2)c1 (centres undefined)	-8.6%	12.2	12.2%	8.7%	7.3%	-0.2	-8.5%	5.9	0.5
O=C(c1cccs1)N1CCN(c2ccc([N+](=O)[O-])cc2F)CC1	-28.8%	1.2	4.3%	8.6%	-4.6%	0.2	-9.4%	2.6	-0.5
CC(=O)C1(C)OC(N)=C(C#N)C(c2ccccc2)C1(C#N)C#N (centres undefined)	-22.7%	-21.8	?	-3.1%	4.4%	0.8	?	5.7	2.0
O=c1[nH]nc(SCc2nnc(-c3cccc(Cl)c3)o2)n1C1CCCCC1	-16.2%	-1.3	23.7%[57.1 µM]	3.3%	-16.2%[57.1 µM]	-1.1	-3.3%	-1.8	-1.7
Cc1cc(S(=O)(=O)NCC(c2ccc(N(C)C)cc2)N2CCOCC2)ccc1F (centres undefined)	-5.5%	.	17.1%[57.1 µM]	-10.2%	8.1%[57.1 µM]	-1.1	-10.8%	-1.3	.

One compound at a time (already shown).
CC(=O)C1(C)OC(N)=C(C#N)C(c2ccccc2)C1(C#N)C#N (centres undefined) in the list: USP1-UAF1 inh = -22.7%; D2 antag = -21.8; rTrxR1 inhibitor = ?; IDH1 R132H inh = -3.1%; TrxR1 substrate = 4.4%; TRHR ag = 0.8; Pin1 inhibitor = ?; TRHR PAM = 5.7; D2 agonist = 2.0
CCOc1ccc(S(=O)(=O)NCCC(=O)N(CC)CC(=O)Nc2c(F)cccc2F)cc1 in the list: USP1-UAF1 inh = -14.0%; D2 antag = -5.7; rTrxR1 inhibitor = -8.8%[57.1 µM]; IDH1 R132H inh = 5.2%; TrxR1 substrate = -3.5%[57.1 µM]; TRHR ag = -0.4; Pin1 inhibitor = -3.7%; TRHR PAM = 7.5; D2 agonist = 0.2
COc1ccc(CCN2CC(C(=O)NCCN3CCNC3=O)CCC2=O)cc1 (centres undefined) in the list: USP1-UAF1 inh = -14.6%; D2 antag = -10.0; rTrxR1 inhibitor = 29.0%; IDH1 R132H inh = -6.5%; TrxR1 substrate = 10.4%; TRHR ag = 0.6; Pin1 inhibitor = -1.0%; TRHR PAM = -0.9; D2 agonist = 1.1

Quoted at random: 4 records from the list.
SMILES	USP1-UAF1 inh	D2 antag	rTrxR1 inhibitor	IDH1 R132H inh	TrxR1 substrate	TRHR ag	Pin1 inhibitor	TRHR PAM	D2 agonist
O=C(c1cccs1)N1CCN(c2ccc([N+](=O)[O-])cc2F)CC1	-28.8%	1.2	4.3%	8.6%	-4.6%	0.2	-9.4%	2.6	-0.5
O=c1[nH]nc(SCc2nnc(-c3cccc(Cl)c3)o2)n1C1CCCCC1	-16.2%	-1.3	23.7%[57.1 µM]	3.3%	-16.2%[57.1 µM]	-1.1	-3.3%	-1.8	-1.7
Cc1cc(S(=O)(=O)NCC(c2ccc(N(C)C)cc2)N2CCOCC2)ccc1F (centres undefined)	-5.5%	.	17.1%[57.1 µM]	-10.2%	8.1%[57.1 µM]	-1.1	-10.8%	-1.3	.
N#CC(C#SN)=C1CCCCC1	-12.5%	-20.3	-40.8%[57.1 µM]	1.3%	8.8%[11.4 µM]	1.6	-11.5%	7.5	-0.3

Some of the compounds tested (hit frequency here may not be typical).
